Screening results: PubChem BioAssay, several laboratories
HIV peptide binding: cell-free HIV fusion peptide-binding blockers – biochemical, uHTS, fluorescence dequenching, primary screen (AID 1986); cell-free peptide binding, fluorescence dequenching, 30 min; higher % means a stronger effect; inhibition, % at 20 µM; hits with a dose series show IC50 in µM; hit rate 0.3% among 290,000; in the data active = inhibition mostly above about 52%, no sharp cut-off; inactive = mostly below about 76%; also: some results filed as inactive read as strong as hits
West Nile antiviral: inhibition of WNV-induced cytopathic effect – cell-based, CPE readout (AID 1621). West Nile virus-infected cells, CPE inhibition; higher % means a stronger effect. hit rate 0.02% among 290,000. CPE inhibition, % at 10 µM; hits with a dose series show IC50 in µM; in the data active = a potency from the dose series; inconclusive = CPE inhibition mostly from about 3.7% at the one dose, without a potency; inactive = the rest, 99 in 100 with CPE inhibition below about 2.2%; also: strong numbers were not always called active
NOD1 inhibition: inhibition of NOD1-driven NF-kB reporter – cell-based, luminescence, uHTS, primary screen (AID 1578) | NOD1-driven NF-kB luciferase reporter cells, luminescence; higher % means a stronger effect | hit rate 1% among 290,000 | inhibition, % at 4 µM; hits with a dose series show EC50 in µM; in the data active = inhibition mostly above about 36%, no sharp cut-off; inactive = mostly below about 34%;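 also: HEK-293T reporter cells stimulated with the NOD1 agonist gamma-tri-DAP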
KOR beta-arrestin-1: KOR agonists, beta-arrestin recruitment, primary screen, cell-based, luminescence, uHTS (AID 1777) | hit rate 0.02% among 280,000 | activation, % at 10 µM; hits with a dose series show EC50 in µM | KOR beta-arrestin recruitment, luminescence; higher % means a stronger effect; in the data active = activation above about 50%, passing the limit was not always enough; also: a part of the inactive calls stands beside numbers as strong as those of hits
AID2073: inhibitors of Mint1-CaV2.2 protein interaction, biochemical, HTRF (AID 2073); hit rate 0.19% among 290,000; one-dose inhibition, % at 20 µM; IC50 in µM for titrated hits; HTRF protein-protein interaction, Mint1-CaV2.2; higher % means a stronger effect; in the data active = inhibition mostly above about 51%, no sharp cut-off; inconclusive = no clear call, values can overlap the other calls; inactive = mostly below about 53%; also: some results filed as inactive read as strong as hits
Yfh1-off respiration: enhancers of respiration in Yfh1-depleted yeast, dose response, Friedreich's ataxia, plus single-dose screen (AID 1465); fold induction at 50 µM, or EC50 in µM where a hit was titrated; hit rate 0.074% among 220,000; S. cerevisiae Yfh1-off respiration, WST-1 reduction, 72 h; higher fold induction means a stronger effect;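 active = fold induction of absorbance versus untreated yeast above a set limit, then at least 30% activation at any dose in follow-up; inconclusive = repeats straddling the limit, or above it without dose testing; inactive = fold induction below the set limit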;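 also: activators that raise dye reduction in frataxin-depleted yeast; strong numbers were not always called active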
HEK293 NOD2/NF-kB: inhibition of NOD2-driven NF-kB reporter – cell-based, luminescence, uHTS, HEK293 (AID 1566) | HEK293 NOD2/NF-kB luciferase reporter, luminescence; higher % means a stronger effect | inhibition, % at 4 µM; hits with a dose series show EC50 in µM | hit rate 0.63% among 290,000; also: many of its hits are not listed in these tables
NS5 inhibitors: flavivirus cap methylation enzyme inhibition – biochemical, confirmation dose response, primary screen (AID 588689); Dengue-2 NS5 methyltransferase capping enzyme assay, biochemical; higher % means a stronger effect; one-dose inhibition, % at 25 µM; IC50 in µM for titrated hits; hit rate 0.3% among 340,000; in the data active = a potency from the dose series; inconclusive = inhibition above about 29% without an active follow-up result
KOR beta-arrestin-2: kappa opioid receptor blockers – cell-based, luminescence, uHTS (AID 1778). KOR beta-arrestin recruitment, luminescence, antagonist mode; higher % means a stronger effect. one-dose inhibition, % at 10 µM; IC50 in µM for titrated hits. hit rate 0.091% among 290,000; also: strong numbers were not always called active
Starred values were filed as active, the others as inactive; i = inactive; ? = inconclusive; / = no result given; [ ] = dose if it differs, or a comment. Rule as the data show it, unless noted: active = inhibition above about 50%; inactive = the rest. A portion of the library; rates above refer to the full screens.

A first look, 6 compounds:
SMILES	HIV peptide binding	West Nile antiviral	NOD1 inhibition	KOR beta-arrestin-1	AID2073	Yfh1-off respiration	HEK293 NOD2/NF-kB	NS5 inhibitors	KOR beta-arrestin-2
CCCCCn1c(=N)c(S(=O)(=O)c2ccc(Br)cc2)cc2c(=O)n3cccc(C)c3nc21	2.2%	-0.6%	5%	-3.3%	29%	/	-23%	?	-15%
COc1ccc([N+](=O)[O-])cc1NC(=O)c1cncc(Br)c1	-0.5%	-0.8%	-18%	-0.9%	1%	i	6%	-5%	4%[20 µM]
COc1ccnc(Oc2ccc(F)cc2)c1C(=O)N/C=N/OCc1ccc(F)cc1Cl	-1.7%	0.0%	13%	-0.9%	0%	i	11%	-1%	1%
O=C(c1ccco1)N1CCN(C(=O)c2cc3sccc3n2Cc2ccccc2)CC1	1.2%	-0.6%	-12%	-8.2%	-5%	i	-4%	0%	-4%
Cc1ccc(N/C(N)=N/c2nc(CSc3nnc(N)s3)cc(=O)[nH]2)cc1	1.0%	0.1%	5%	3.6%	-6%	i	14%	-9%	-11%
CC(=O)SC(C[N+](=O)[O-])c1cn(C(C)=O)c2ccccc12 (configuration not stated)	-1.5%	1.0%	-30%	2.6%	21%	i	-14%	-27%	-34%

Main list, from the start:
SMILES	HIV peptide binding	West Nile antiviral	NOD1 inhibition	KOR beta-arrestin-1	AID2073	Yfh1-off respiration	HEK293 NOD2/NF-kB	NS5 inhibitors	KOR beta-arrestin-2
CCCCCn1c(=N)c(S(=O)(=O)c2ccc(Br)cc2)cc2c(=O)n3cccc(C)c3nc21	2.2%	-0.6%	5%	-3.3%	29%	/	-23%	?	-15%
COc1ccc([N+](=O)[O-])cc1NC(=O)c1cncc(Br)c1	-0.5%	-0.8%	-18%	-0.9%	1%	i	6%	-5%	4%[20 µM]
COc1ccnc(Oc2ccc(F)cc2)c1C(=O)N/C=N/OCc1ccc(F)cc1Cl	-1.7%	0.0%	13%	-0.9%	0%	i	11%	-1%	1%
O=C(c1ccco1)N1CCN(C(=O)c2cc3sccc3n2Cc2ccccc2)CC1	1.2%	-0.6%	-12%	-8.2%	-5%	i	-4%	0%	-4%
Cc1ccc(N/C(N)=N/c2nc(CSc3nnc(N)s3)cc(=O)[nH]2)cc1	1.0%	0.1%	5%	3.6%	-6%	i	14%	-9%	-11%
CC(=O)SC(C[N+](=O)[O-])c1cn(C(C)=O)c2ccccc12 (configuration not stated)	-1.5%	1.0%	-30%	2.6%	21%	i	-14%	-27%	-34%
CC(=O)c1cn(C)c(=O)n(C)c1=O	0.2%	0.4%	-29%	-1.7%	16%	i	4%	-5%	-44%
COc1ccccc1CCNC(=O)CNC(=O)Cc1cccc2ccccc12	-0.6%	-0.2%	-40%	-3.3%	1%	/	-18%	-9%	-10%
O=C(NCc1ccco1)c1ccc(Cl)c(S(=O)(=O)Nc2ccccc2)c1	1.8%	-0.2%	-15%	-2.0%	7%	i	9%	-2%	-15%
CN(C)CCCNC(=S)N1CCn2c(nc3ccccc32)C1	-0.9%	-0.3%	-24%	/	-3%	i	10%	3%	/
CCOC(=O)C1CCN(C(=O)C2CCN(c3nnc(-n4cccc4)s3)CC2)CC1	0.0%	-0.9%	-16%	1.4%	-6%	/	10%	-1%	-46%
COc1cc(Cl)ccc1OCc1cc(C(=O)N2CCN(C)CC2)no1	-0.9%	-0.4%	-23%	9.2%	8%	/	13%	-13%	-20%
O=S1CC/C(=N\O)c2ccccc21 (configuration not stated)	-0.8%	0.0%	-17%	0.4%	-5%	i	2%	-14%	40%
COc1ccc(C(=O)NCCSc2ccc(C)cc2)cc1	0.9%	-0.2%	-46%	1.9%	-1%	i	11%	-4%	33%
Cc1cc(C(F)(F)F)n2nc(-c3cnn(C)c3C(F)(F)F)c(Cl)c2n1	-1.3%	0.3%	4%	-2.2%	0%	i	3%	-2%	-5%
CCOP(=O)(c1ccc(N(C)C)cc1)C(O)c1cccnc1 (configuration not stated)	-1.7%	-0.1%	-10%	2.5%	5%	i	16%	0%	19%
Cn1c(NC(=O)c2cc(-c3ccc4c(c3)OCO4)nc3ccccc23)cc(=O)n(C)c1=O	0.8%	/	-15%	3.8%	3%	/	-47%	12%	14%
O=C(CCCO)N/N=C/c1cc(Br)ccc1O	2.3%	0.0%	-12%	3.9%	9%	i	7%	-4%	-17%
COc1ccc(NC(=O)Cn2c(=O)n(-c3ccccc3)c(=O)c3sccc32)c(OC)c1	0.1%	0.0%	-36%	2.6%	-5%	i	-32%	-5%	-4%
CCN(CC)C(=O)CSc1ncnc2c(-c3cccs3)nsc12	2.5%	0.6%	47%	-5.3%	5%	i	-19%	6%	1%
Cc1ccc(O)c(NC(=S)NC(=O)c2ccccc2Cl)c1	-3.0%	-1.2%	-33%	-3.5%	5%	i	-29%	-6%	5%[20 µM]
N#C/C(=C/c1ccc(Cl)cc1)NC(=O)c1ccccc1	1.1%	-0.1%	-2%	4.0%	2%	i	-20%	-3%	23%
Cc1ccsc1/C=N/NC(=O)c1nnn(-c2nonc2N)c1C(C)C	-0.2%	0.7%	-18%	1.4%	6%	/	12%	-3%	-12%
O=C(c1nc2ccccn2c1CNCCCn1cccn1)N1CCCC1	0.9%	-0.7%	-16%	-1.8%	4%	i	8%	2%	-18%
c1ccc(-c2nnc3n2N=C(c2ccc4c(c2)OCO4)CS3)nc1	-1.0%	0.4%	8%	-10%	10%	i	11%	-1%	23%

The listing continues:
SMILES	HIV peptide binding	West Nile antiviral	NOD1 inhibition	KOR beta-arrestin-1	AID2073	Yfh1-off respiration	HEK293 NOD2/NF-kB	NS5 inhibitors	KOR beta-arrestin-2
COc1ccc(/C(O)=C2/C(=O)C(=O)N(c3ncccn3)C2c2ccc(F)cc2)cc1 (configuration not stated)	-1.1%	0.7%	-10%	6.8%	6%	i	16%	4%	4%
COc1cc(-n2c(C)nc3cc(C(=O)NCC4CCCO4)ccc32)cc(OC)c1OC (configuration not stated)	0.4%	0.5%	13%	-0.6%	10%	/	-37%	-4%	-9%
CCN1CCN(C(=O)C2CCN(Cc3nc(-c4cccc(Cl)c4)oc3C)CC2)CC1	-3.5%	0.1%	13%	3.0%	-8%	i	-4%	13%	-32%
COc1ccc(NC(=O)COC(=O)c2c3c(nc4ccccc24)CCCC3)cc1Cl	2.4%	0.1%	4%	8.3%	14%	i	-27%	0%	-3%
CN=C1SC(CC(=O)Nc2sc3c(c2C#N)CCCC3)C(=O)N1C (configuration not stated)	2.2%	-0.1%	43%	14%	-8%	i	9%	3%	-18%
CCOC(=O)c1cnn(-c2ccccc2)c1-n1cccc1C(=O)C(=O)Nc1ccccc1	-0.1%	-0.2%	-29%	7.0%	-2%	i	-8%	-7%	-5%
C=CCNC(=O)c1ccc2c3n(nc2c1)-c1ccccc1CO3	-2.5%	-0.8%	7%	1.0%	28%	i	-139%	-3%	0%
CC1(Br)C2CCCC1C2S(=O)(=O)c1ccccc1 (configuration not stated)	1.2%	-0.6%	-37%	-0.3%	-6%	i	1%	-2%	19%
COc1cccc(Oc2ccc(C(F)(F)F)cc2N)c1	-2.1%	-0.7%	-35%	2.6%	-6%	i	-17%	-4%	18%
CN(C)CCN(C(=O)CCS(=O)(=O)c1ccccc1)c1nc2c(F)cccc2s1	0.1%	-0.2%	-8%	7.6%	-3%	/	0%	-3%	-8%
COc1ccc(-c2cc(C(=O)Nc3cccc(C(C)=O)c3)no2)cc1	1.1%	0.3%	-40%	8.0%	8%	i	-33%	-4%	-62%
COCCCNc1nc2nonc2nc1N1CCN(Cc2cccc(C)c2)CC1	10%	-1.3%	-26%	-2.4%	4%	i	-2%	1%	-20%
CCN(CC)C(=O)CSc1nc(OC)cc(=O)[nH]1	-0.5%	0.0%	-10%	-1.3%	1%	i	9%	-5%	28%
O=C(Oc1ccccc1N1C(=O)CCC1=O)c1ccco1	-0.2%	0.1%	-28%	0.8%	6%	i	10%	-1%	15%
CN(C)CCNC=C(C(=O)Nc1ccc(Cl)cc1Cl)C(=O)Nc1ccc(Cl)cc1Cl	5.9%	12%	-18%	1.3%	1%	i	3%	10%	26%
CN(NS(=O)(=O)c1ccc(Br)cc1)c1nc(C(F)(F)F)nc2ccccc12	2.9%	/	31%*	-0.9%	-3%	/	34%	-8%	-33%
COc1ccccc1CNS(=O)(=O)c1cccc2nsnc12	-0.5%	0.1%	-20%	2.4%	2%	/	6%	3%	0%
COC(=O)C1=C(C)N(Cc2ccccc2)C(=NCc2cc(OC)c(OC)c(OC)c2)N[C@H]1c1cccc(F)c1	0.5%	-1.7%	-20%	-2.7%	-5%	/	9%	-3%	-16%[20 µM]
COC(=O)c1ccc(C2c3c(oc4ccc(F)cc4c3=O)C(=O)N2CCO)cc1 (configuration not stated)	-1.7%	0.1%	-2%	-1.9%	3%	i	12%	-5%	-13%
O=C1OCC2=C1C(c1ccc(Cl)cc1)CC(=O)N2c1ccc(F)cc1 (configuration not stated)	1.8%	1.7%	-40%	4.3%	1%	i	3%	3%	-20%
CCOc1cc(/C=N\NC(=O)Cn2nnc3ccccc32)ccc1O	-2.8%	2.1%	-5%	-0.7%	-4%	i	7%	-8%	23%
COc1ccccc1CC(=O)Nc1sc2c(c1C(N)=O)CCCC2	3.8%	-0.7%	10%	4.1%	-6%	/	7%	2%	-36%
Cc1ccc(-c2nn(-c3ccccc3)cc2C(=O)Nc2cccc(S(=O)(=O)N3CCOCC3)c2)cc1	1.8%	-0.3%	-17%	-4.5%	8%	i	3%	2%	32%
O=c1cc(NCc2ccc3c(c2)OCO3)[nH]c(=O)n1-c1ccc(Cl)cc1	2.9%	0.1%	-10%	-1.6%	3%	i	6%	-1%	-32%
Cc1cc(C(=O)Nc2c[nH]c(=O)[nH]c2=O)ccc1[N+](=O)[O-]	-0.6%	0.1%	-4%	4.4%	-11%	i	-2%	-5%	-14%

Going on with the list.
SMILES	HIV peptide binding	West Nile antiviral	NOD1 inhibition	KOR beta-arrestin-1	AID2073	Yfh1-off respiration	HEK293 NOD2/NF-kB	NS5 inhibitors	KOR beta-arrestin-2
CC(C)OC(=O)NS(=O)(=O)c1cccc([N+](=O)[O-])c1	-1.6%	-1.0%	-24%	-2.8%	-6%	i	11%	-4%	-7%
CCONC(=NC)c1nonc1N	3.3%	0.6%	-48%	-2.4%	-6%	i	14%	6%	20%
CCCc1nc(SCC(=O)NCc2ccco2)c2c(=O)n(C)c(=O)n(C)c2n1	-1.0%	0.1%	-19%	-2.4%	-1%	i	8%	-1%	26%
CC(Sc1nnc(-c2cc3ccccc3o2)n1-c1ccccc1)C(=O)O (configuration not stated)	0.2%	-0.1%	-8%	-4.1%	1%	i	15%	-3%	20%
COc1cccc(N2CC(C)Cn3c2nc2c3c(=O)n(CCN3CCOCC3)c(=O)n2C)c1 (configuration not stated)	-0.3%	-0.5%	3%	-8.1%	2%	i	13%	-13%	33%
CCCOC(=O)c1ccc(NC(=O)/C=C/c2cccs2)cc1	-1.3%	-1.3%	-28%	-0.6%	-4%	i	16%	-9%	36%
O=C(Cn1ncc(N2CCCC2)c(Br)c1=O)c1ccc(Cl)cc1	-1.0%	-0.6%	-41%	-0.1%	-1%	i	-50%	-14%	-22%
CCn1cc(-c2nnnn2-c2ccc(Cl)cc2)c(=O)c2ccccc21	-2.4%	-0.2%	-3%	3.5%	-5%	i	3%	2%	-52%
Cc1ccc(C)n1NC(=O)c1ccccc1	1.0%	0.2%	8%	1.0%	-3%	i	13%	-6%	24%
